# M5 PAM: CHRM5 positive allosteric modulation | P08912 | CHO-K1 hM5, Fluo-8 calcium, ACh EC20 PAM; 0% = ACh EC20, 100% = ACh EC100 | activation, % at 3 µM | 0.3% of 360,000 active | AID 624038;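 active means activation above the run cutoff, the mean activation of all test compounds plus 3 SD, cut at about 18% in these data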
# Target sequence (P08912 whole entry, looked up): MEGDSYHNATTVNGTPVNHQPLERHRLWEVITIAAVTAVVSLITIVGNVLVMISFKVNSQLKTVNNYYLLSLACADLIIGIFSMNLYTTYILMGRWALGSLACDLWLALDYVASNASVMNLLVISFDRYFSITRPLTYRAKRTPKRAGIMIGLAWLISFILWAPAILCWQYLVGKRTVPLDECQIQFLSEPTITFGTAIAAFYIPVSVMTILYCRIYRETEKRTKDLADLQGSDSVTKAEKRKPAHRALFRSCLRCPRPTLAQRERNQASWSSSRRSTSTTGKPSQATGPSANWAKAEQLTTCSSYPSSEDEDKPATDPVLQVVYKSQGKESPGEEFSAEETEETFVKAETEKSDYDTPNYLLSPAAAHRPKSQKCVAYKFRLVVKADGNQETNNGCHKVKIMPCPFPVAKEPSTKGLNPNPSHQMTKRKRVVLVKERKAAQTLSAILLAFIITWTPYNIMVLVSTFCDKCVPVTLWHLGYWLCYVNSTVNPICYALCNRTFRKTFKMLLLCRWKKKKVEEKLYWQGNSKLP
#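 System: CHO-K1 cell line with stable human muscarinic M5 receptor expression | Also added: EC20 acetylcholine as agonist stimulus | Compound: One concentration, 3 µM final (nominal) | Timing: Fluo-8 loading 80 min at 37 °C plus 30 min room temperature | Measured by: Fluo-8 calcium dye fluorescence, kinetic read | Read-out basis: % activation, ACh-normalized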
# CHRM1 PAM: potentiates human M1 receptor response to acetylcholine; P11229; CHO-K1 hM1, Fluo-8 calcium fluorescence, ACh EC20; 0% = ACh EC20, 100% = maximal ACh; activation, % at 3 µM; 0.088% of 360,000 active; in the data active means activation above about 19%, passing the limit was not always enough
# Target sequence (P11229 whole entry, looked up): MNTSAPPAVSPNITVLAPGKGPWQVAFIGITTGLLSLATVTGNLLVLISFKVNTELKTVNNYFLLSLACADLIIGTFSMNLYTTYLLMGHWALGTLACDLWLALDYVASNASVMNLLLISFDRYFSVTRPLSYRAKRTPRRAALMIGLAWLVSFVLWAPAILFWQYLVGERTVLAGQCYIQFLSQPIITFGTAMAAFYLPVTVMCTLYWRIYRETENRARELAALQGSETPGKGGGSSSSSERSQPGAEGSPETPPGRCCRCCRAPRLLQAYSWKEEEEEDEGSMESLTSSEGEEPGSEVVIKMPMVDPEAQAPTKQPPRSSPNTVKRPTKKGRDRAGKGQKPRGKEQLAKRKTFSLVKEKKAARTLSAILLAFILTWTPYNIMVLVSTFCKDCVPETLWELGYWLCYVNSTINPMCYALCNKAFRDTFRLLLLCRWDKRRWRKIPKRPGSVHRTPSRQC
# M4 ag: agonists of human muscarinic M4 receptor (CHRM4); CHO-K1 hM4/Gqi5, Fluo-8 calcium fluorescence; vehicle 0%, full acetylcholine response 100%; activation, % at 3 µM; 0.14% of 360,000 active;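 active means activation above the run mean over all test wells plus 3 SD, cut at about 32% in these data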;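 further: peak over basal fluorescence ratio per well then scaled between controls; 0% = DMSO wells and 100% = acetylcholine at EC100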
# M4 PAM: CHRM4 positive allosteric modulation. CHO-K1 hM4/Gqi5, Fluo-8 calcium fluorescence, ACh EC20; 0% = ACh EC20, 100% = maximal ACh. AID 624126. activation, % at 3 µM. 0.4% of 360,000 active. P08173;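 active means activation above its plate's cutoff, the mean activation of sample wells plus 3 SD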; further: some results filed as inactive read as strong as hits
# CHRM4 antagonist: antagonists of human muscarinic M4 receptor (CHRM4); AID 624125; 0.73% of 360,000 active; CHO-hM4 cells, ACh EC80, Fluo-8 calcium fluorescence; inhibition, % at 3 µM; P08173;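 active means inhibition above its plate's cutoff, the mean inhibition of sample wells plus 3 SD, cut at about 27% in these data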;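 further: 0% = acetylcholine EC80 with DMSO and 100% = DMSO without agonist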
# CRFBP-R2 block: antagonists of CRF-binding protein/CRF-R2 receptor complex; inhibition, % at 11.8 µM; AID 588475; HEK293 CRF-R2/CRF-BP, CRF-induced calcium fluorescence; 0.59% of 350,000 active;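 active means inhibition of the ligand-induced calcium signal above about 50% at the single tested concentration, limit read from the data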
# M5 antag: blocks acetylcholine activation of human M5 receptor | CHO-hM5 cells, Fluo-8 calcium fluorescence, ACh EC80 | inhibition, % at 3 µM | 0.59% of 360,000 active;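 active means inhibition above a per-plate cutoff, the mean of that plate's test compounds plus 3 SD, cut at about 27% in these data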;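 further: 0% = acetylcholine EC80 with DMSO and 100% = DMSO without agonist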
# CHRM5 agonist: agonists of human muscarinic M5 receptor (CHRM5); P08912; CHO-K1 hM5 cells, Fluo-8 calcium fluorescence; 0% DMSO wells, 100% maximal acetylcholine response; activation, % at 3 µM; 0.19% of 360,000 active;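 active means activation above the run's mean over test compounds plus 3 SD, cut at about 23% in these data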;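 further: signal is peak over basal fluorescence ratio across the kinetic read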
# CRFBP-R2 agonist: CRF-BP/CRF-R2 complex agonism; HEK293 CRF-R2/CRF-BP, calcium dye fluorescence (FLIPR); percent of saturating CRF peptide response; activation, % at 13.2 µM; 0.46% of 350,000 active;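 active means activation of at least 50%, plus an integration ratio under a set limit after plate pattern correction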;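 further: plate controls were neutral control wells without compound for no effect and CRF at EC100 for full effect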
# Numbers without * were called inactive; · = no result given.
# Order of results: M5 PAM	CHRM1 PAM	M4 ag	M4 PAM	CHRM4 antagonist	CRFBP-R2 block	M5 antag	CHRM5 agonist	CRFBP-R2 agonist
C[C@@H]1O[C@@H](Oc2c(-c3cc(O)c(O)c(O)c3)oc3cc(O)cc(O)c3c2=O)[C@H](O)[C@H](O)[C@H]1O
 : 7	6	1	8	-3	9	1	2	-1.8
CC(=O)c1ccc(NC(=O)COc2ccccc2C(=O)Nc2ccc(C)cn2)cc1
 : -4	-6	4	-7	0	-14	-2	1	-0.7
COc1ccc(-c2[nH]ncc2[C@@H]2C[C@H]3CN(Cc4ccccc4C)C(=O)[C@]34CCCN24)cc1
 : -16	-15	16	-16	9	-65	8	12	5.9
CCOC(=O)C1=C(CC)Nc2ccccc2N/C1=N\S(=O)(=O)c1ccc(C(=O)OCC)cc1
 : 1	-6	5	7	-1	10	1	4	-0.9
CC(C)c1ccc(/C=C/C(=O)NCCCN2CCOCC2)cc1
 : 4	5	1	11	-6	-5	3	0	0.9
COc1ccccc1/C=C/c1nc2ccccc2c(=O)o1
 : 2	10	-1	7	10	13	7	2	-1.8
CN(C)S(=O)(=O)c1ccc(C(=O)Nc2cc(=O)n(C)c(=O)n2C)cc1
 : 1	16	0	12	9	21	9	2	-0.9
CC(=O)Nc1ccc(S(=O)(=O)N(C)CCOCc2ccccc2)cc1
 : 2	3	3	14	-3	-5	-1	-3	0.7
C/C(=N\Nc1cc(N2CCOCC2)nc(C)n1)c1ccc(F)cc1
 : 4	4	1	-5	8	-1	0	0	0.6
CC(C)OC(=O)CSc1n[nH]c(-c2cccnc2)n1
 : -7	1	2	4	-9	-10	6	-1	-1.2
CCOc1ccc(N2C(=O)CNC2=S)cc1
 : 4	15	2	-2	2	-1	6	0	0.1
CC(C)(C)C(=O)COC(=O)c1c2c(nc3ccccc13)CCC2
 : -13	-14	11	-9	6	-8	17	-1	0.5
COc1ccc(NC(=O)C2CCCN(S(=O)(=O)c3cccc4nonc34)C2)cc1OC (configuration not stated)
 : 5	11	3	0	1	-42	0	1	-1.7
CC(C)c1cccc(C(C)C)c1OCCCCN1CCCC1
 : -11	-27	4	-14	13	4	9	-7	0.2
COc1ccccc1N1CCN(Cc2nc(-c3ccc(F)cc3)oc2C)CC1
 : -8	0	3	-1	6	0	13	-1	-1.0
COCCNC(=O)COc1coc(CN2CCN(Cc3ccccc3)CC2)cc1=O
 : 0	2	2	-1	5	-12	14	-2	1.5
CS(=O)(=O)N(CC(=O)NCc1ccncc1)Cc1ccc(Cl)cc1
 : 2	4	1	4	5	11	-2	1	-3.4
CCCCCCCCN1C(=O)[C@H](CC(=O)NCCCN2CCCC2=O)C[C@@]2(C(=O)OC)CCCCC=C12
 : -5	·	3	2	1	·	1	0	·
COc1ccc(NC(=O)CN(C)C(=O)CCCc2nc3ccccc3s2)cc1
 : 0	10	4	1	-9	-1	-8	-1	0.3
COc1ccc(CC(=O)N/N=C/c2ccc(C)s2)cc1
 : 0	0	2	-7	-2	9	12	-1	-2.0
COc1cc(S(=O)(=O)N2CCCCC2)ccc1NC(=O)c1ccc(F)cc1
 : -2	0	1	2	8	17	4	0	-1.5
CCCCCC(=O)N1CCN(S(=O)(=O)c2ccc3c(c2)OCCCO3)CC1
 : -4	2	2	2	-1	1	4	-1	-0.3
CCc1nnc(NC(=O)C2CCN(c3nccc(C)n3)CC2)s1
 : -4	3	0	-2	19	-44	11	-4	-1.0
COc1ccc(CNC(=O)C(C)OC(=O)c2cccn2C)cc1 (configuration not stated)
 : -3	2	1	-3	4	8	6	-3	0.2
O=S(=O)(Nc1cccc2ncccc12)c1cccc(C(F)(F)F)c1
 : -10	-3	5	-1	9	5	2	7	-0.7
COc1cccc(NC(=O)CN(C)C(=O)c2c(-c3ccccc3)noc2C)c1
 : 1	4	6	1	1	-16	1	-2	-0.8
COc1ccc(C2CC(c3ccc(Br)cc3)=NN2C(=O)CCC(=O)O)cc1OC (configuration not stated)
 : 1	10	1	-5	-10	56*	0	1	-0.4
O=C(Nc1ccc(Br)cc1Cl)NC1CC1
 : -3	11	0	3	2	-9	2	-4	0.6
CCCCN(CC)C(=O)c1n[nH]c(=O)c2ccccc12
 : 25*	7	2	25	-3	-2	-16	7	-0.9
Cc1cccc(OCc2nnc(SCC(=O)N(c3ccccc3)C3CCS(=O)(=O)C3)o2)c1 (configuration not stated)
 : 2	-2	5	5	2	10	6	-1	1.1
O=C(/C=C/Nc1ccc(Br)cc1F)c1ccccc1
 : 4	2	2	13	-6	12	5	-3	6.9
Cc1cccc(NC(=O)COc2cccc3c2CCN(C)C3=O)c1C
 : 0	1	6	0	-8	1	9	5	-1.8
COc1ccc(CNC(=O)c2c(C)cc(=O)oc2C)cc1OC
 : 3	10	0	3	7	-8	-3	1	0.3
C=CCOc1ccc(/C=C/C(=O)OCC(=O)NCc2cccc(OC)c2)cc1
 : -8	4	8	1	1	9	8	4	-1.7
COc1cccc(Nc2nc(-c3sc(C)nc3C)cs2)c1
 : 5	13	6	3	-10	12	8	-12	-2.8
CCCC(C)C(=O)Nc1cc(S(=O)(=O)N2CCCCC2)ccc1N1CCOCC1 (configuration not stated)
 : 4	5	0	3	0	-2	0	1	0.8
COc1ccc(/C=N/NC(=O)COc2ccc3ccccc3c2)c(C(=O)O)c1OC
 : -2	10	0	11	5	-3	4	-3	-1.9
Cc1c(C(=O)OC2CCC(C)CC2)[nH]c2c1C(=O)CCC2 (configuration not stated)
 : -5	0	1	7	-22	-25	-3	-4	-1.2
Cc1ccc(-c2nn(C)c(=O)c3ccccc23)cc1CNC(=O)NC1CCCCC1
 : -5	2	5	0	1	40	12	2	-1.8
CNS(=O)(=O)c1ccc(OC)c(-c2nnc3c4ccccc4c(C)nn23)c1
 : 8	10	2	8	3	-2	1	0	-0.6
CCc1cc(=O)oc2c(CN3CCCC3)c(O)c(Cl)cc12
 : 3	2	0	4	2	0	1	-1	-0.7
CCOC(=O)c1cc2cc(OCc3ccccc3)ccc2nc1C
 : -6	-11	10	-6	5	0	13	1	0.2
O=C(NCc1ccc(F)cc1)c1cc(C2CCCCN2S(=O)(=O)c2ccccc2)on1 (configuration not stated)
 : 0	-3	3	-4	3	·	3	-1	·
O=S(=O)(c1cc(Cl)ccc1Br)N1CCOCC1
 : 1	4	0	-4	2	23	3	0	-0.4
Cc1ccc(N2C(=O)C3CCCN3C2=S)cc1Cl (configuration not stated)
 : 0	2	4	-3	4	18	8	0	-2.3
COCCn1c(COc2ccc(Cl)cc2)nnc1SCC(N)=O
 : 2	6	1	1	3	4	-1	3	-0.6
CCN(CC(=O)Nc1ccc(NC(C)=O)cc1)CC(=O)Nc1ccccc1C(=O)c1ccccc1
 : 3	11	1	2	-1	6	7	2	-2.3
COc1ccccc1-c1nnc(SCC(=O)NC2CCS(=O)(=O)C2)n1N (configuration not stated)
 : -4	2	1	-3	7	3	10	2	1.5
CC(C)Cc1nnc(NC(=O)c2cc([N+](=O)[O-])ccc2N2CCOCC2)s1
 : -5	3	2	-2	-1	-15	10	-4	-0.6
O=C(NCCc1cccc(Cl)c1)c1ccc(OC2CCN(Cc3ccccn3)CC2)cc1
 : -5	-20	8	-14	16	6	14	-6	1.1
Cc1ccc(CCNC(=O)c2ccc3nc4ccc(Cl)cc4c(=O)n3c2)cc1
 : -4	4	1	2	4	24	10	-3	9.0
O=C(CN1C(=O)COc2ccccc21)NCCCN1CCCCC1
 : -5	-2	1	0	0	-11	4	-6	1.9
N#Cc1ccc(C23CC4(C2)[C@H](CN(Cc2cccnc2)[C@@H]4c2ccccc2)C3c2ccccc2)cc1 (some centres not stated)
 : -14	-3	-2	-6	3	-5	9	1	2.7
COCCNC(=O)Cn1cc(/C=C(\C#N)C(=O)NC2CCCC2)c2ccccc21
 : 1	7	1	-3	-2	14	4	1	-0.4
Cc1ccc(C(=O)C(C)OC(=O)c2n[nH]c(=O)c3ccccc23)cc1 (configuration not stated)
 : -7	-8	4	4	-11	2	-4	-5	-3.3
O=C1OCCN1C(=O)[C@H]1[C@H](c2ccccc2)C(c2ccccc2)=NN1c1ccc(Br)cc1
 : 2	-2	0	-1	-12	-4	-12	-1	2.0
Cc1cc(=O)[nH]c(Sc2c(-c3ccccc3)c3ccccc3[nH]c2=O)n1
 : 4	7	0	-6	8	-2	-3	0	-0.8
CCC(O)(c1ccccc1)C(CN1CCOCC1)c1ccccc1 (configuration not stated)
 : 0	-5	0	-5	4	2	-7	-3	0.0
O=C(N/N=C/c1ccc[nH]1)c1cc(-c2ccc(Cl)cc2)nc2ccccc12
 : -7	-3	2	-18	3	8	10	0	-1.4
CCOC(=O)CNC(=O)c1ccc(Cl)s1
 : 7	7	0	-3	3	0	-1	2	-3.3

# The list continues.
# Order of results: M5 PAM	CHRM1 PAM	M4 ag	M4 PAM	CHRM4 antagonist	CRFBP-R2 block	M5 antag	CHRM5 agonist	CRFBP-R2 agonist
Cc1cccc2cc(C#N)c(SCC(=O)NCc3cccs3)nc12
 : -12	1	9	-9	-10	1	3	-3	1.4
CCC(=O)N1CCN(c2ccccc2NC(=O)COc2cccc(C)c2)CC1
 : -3	-1	2	-8	2	-6	-5	1	-1.5
CC(=O)OCCN(CCOC(C)=O)c1c(C)[nH]c(=O)[nH]c1=O
 : 0	-6	0	-1	3	-12	2	0	0.8
c1ccc(Oc2ccc3ccccc3n2)cc1
 : 3	5	-1	6	-5	0	-4	0	-1.6
COc1ccc(CCNC(=O)COC(=O)c2cc(S(=O)(=O)NCc3ccccc3)ccc2O)cc1OC
 : 7	12	2	32*	19	5	-14	2	0.0
O=C(NCc1ccncc1)c1nc(-c2ccc(C(F)(F)F)cc2)no1
 : -9	-10	10	-8	6	-18	19	4	1.2
CC(C)Sc1nc2ccccc2n2cnnc12
 : -1	3	0	-4	2	10	10	3	-1.6
O=C(NCC1CCCO1)C(c1cccs1)N(C(=O)c1ccc(-c2ccccc2)[nH]1)C1CCCC1 (configuration not stated)
 : -1	2	3	-5	-11	-49	-2	0	-0.3
Cc1ccc(NC(=O)CSc2nnnn2-c2ccc3c(c2)OCO3)cc1C
 : 2	7	0	-1	12	12	1	-1	0.0
COC(=O)CSc1ccc2c(N)c(C(=O)OC)sc2c1
 : -6	1	0	-1	5	2	5	-2	0.0
CCSc1nc2sc3c(c2c2[n+]1CC(CBr)O2)CCCC3 (configuration not stated)
 : -3	18	1	-1	-9	15	9	-2	0.3
CCCc1cc(=O)[nH]c(SCC(=O)Nc2cccc(S(=O)(=O)N3CCCCC3)c2)n1
 : 3	10	-1	2	-6	4	0	0	-2.2

# Laid out differently: entries from further up
SMILES,M5 PAM,CHRM1 PAM,M4 ag,M4 PAM,CHRM4 antagonist,CRFBP-R2 block,M5 antag,CHRM5 agonist,CRFBP-R2 agonist
C/C(=N\Nc1cc(N2CCOCC2)nc(C)n1)c1ccc(F)cc1,4,4,1,-5,8,-1,0,0,0.6
O=C(CN1C(=O)COc2ccccc21)NCCCN1CCCCC1,-5,-2,1,0,0,-11,4,-6,1.9
Cc1cc(=O)[nH]c(Sc2c(-c3ccccc3)c3ccccc3[nH]c2=O)n1,4,7,0,-6,8,-2,-3,0,-0.8
CCCCCC(=O)N1CCN(S(=O)(=O)c2ccc3c(c2)OCCCO3)CC1,-4,2,2,2,-1,1,4,-1,-0.3
CC(C)OC(=O)CSc1n[nH]c(-c2cccnc2)n1,-7,1,2,4,-9,-10,6,-1,-1.2

# Compound activity (PubChem)
